From PubChem BioAssay
PTHR1 agonist = qHTS for PTHR1 Agonists: Primary Screen; HEK293 GP2 PTHR1 cells, GloSensor cAMP luminescence, 1 h; Potency, µM (highest dose often 115 µM), for inactives: at the top dose activation, most hits filed as activators; hit rate 0.075% among 410,000; further: nearly all actives have a fitted effect of over 55% in size; some results filed as inactive show a strong effect at the top dose; inactives centre near -15; many of its hits are not listed in these tables
Target sequence (Q03431 whole entry, looked up): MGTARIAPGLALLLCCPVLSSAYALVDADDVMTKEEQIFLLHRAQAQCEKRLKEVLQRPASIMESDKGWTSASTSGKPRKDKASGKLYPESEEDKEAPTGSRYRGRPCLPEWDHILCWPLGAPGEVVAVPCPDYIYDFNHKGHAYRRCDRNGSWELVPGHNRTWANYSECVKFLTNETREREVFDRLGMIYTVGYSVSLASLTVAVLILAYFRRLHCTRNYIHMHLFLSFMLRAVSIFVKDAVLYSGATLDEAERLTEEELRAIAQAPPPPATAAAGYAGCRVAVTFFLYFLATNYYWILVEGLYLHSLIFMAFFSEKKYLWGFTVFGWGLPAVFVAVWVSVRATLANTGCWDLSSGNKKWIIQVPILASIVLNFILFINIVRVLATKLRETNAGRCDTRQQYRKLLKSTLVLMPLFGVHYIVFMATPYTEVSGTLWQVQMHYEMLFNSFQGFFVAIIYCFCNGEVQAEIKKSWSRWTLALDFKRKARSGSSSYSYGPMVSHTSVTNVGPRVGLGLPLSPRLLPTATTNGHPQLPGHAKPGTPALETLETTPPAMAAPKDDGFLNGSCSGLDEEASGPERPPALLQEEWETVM
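HEK-293-derived GP2 cells expressing PTHR1 and a GloSensor cAMP reporter, 3,000/well, plated overnight, given luciferin plus IBMX (each 0.5 mM as added) for 1 h at 37 °C, then compound for 1 h at 37 °C. Luminescence was read after 15 min at room temperature.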
EPAC1 antag = qHTS for Antagonist of cAMP-regulated guanine nucleotide exchange factor 3 (EPAC1): primary screen | Rap guanine nucleotide exchange factor 3 (Homo sapiens), O95398 | EPAC1 GEF assay, Rap1b-BODIPY-GDP exchange fluorescence | Potency, µM (series often up to 115 µM), without a hit: at the top dose activity change, negative = inhibition, hits mostly inhibitors | hit rate 0.14% among 360,000;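 further: plate controls were vehicle for no effect and positive control for full effect; nearly all actives have a fitted effect of over 50% in size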
EPAC2 antag = qHTS for Antagonist of cAMP-regulated guanine nucleotide exchange factor 2 (EPAC2): primary screen. Rap guanine nucleotide exchange factor 4 (Homo sapiens), Q8WZA2. EPAC2 GEF exchange of Rap1B-BODIPY-GDP, fluorescence. Potency, µM (titrated, usually from 114 µM), inactives show top-dose activity, negative = inhibition, hits mostly inhibitors. hit rate 0.18% among 360,000. AID 720708, 2013; further: on the % scale 0 is the no-effect control and ±100 the full control effect; nearly all actives have a fitted effect of over 45% in size; many of its hits are not listed in these tables
EPAC1 agonist = qHTS for Agonist of cAMP-regulated guanine nucleotide exchange factor 3 (EPAC1): primary screen; Rap guanine nucleotide exchange factor 3 (Homo sapiens), O95398; EPAC1 agonist qHTS, biochemical assay; response scale: 100% = response to 6.5 mM cAMP; Potency, µM (doses to about 154 µM), inactives show top-dose activation, actives largely listed as activators; hit rate 0.073% among 360,000; further: nearly all actives have a fitted effect of over 60% in size
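Nucleotide exchange assay: 100 nM EPAC1 with 250 nM Rap1B loaded with BODIPY-GDP and 50 uM GDP, room temperature. Fluorescence (480/540 nm) read every 5 min for 30 min; signal change normalized to 6.5 mM cAMP as full agonist.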
aSyn yeast inh = qHTS of alpha-syn Inhibitors; Potency, µM (titrated, usually from 46.1 µM), for inactives: at the highest dose growth rescue (activation), most hits filed as activators; AID 652106, 2013; hit rate 0.14% among 370,000; Yeast expressing alpha-synuclein, growth rescue, BacTiter-Glo, 24 h; further: % of control where 0% means no effect; nearly all actives have a fitted effect of over 65% in size
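Rescue of yeast growth: cells expressing toxic alpha-synuclein, induced in galactose at OD600 0.02, incubated with compound 24 h at 30 C. ATP luminescence quantified growth; inhibitors of toxicity appear as activators.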
TDP-43 yeast inh = qHTS of TDP-43 Inhibitors; AID 652104, 2013; Potency, µM (top dose mostly 46.1 µM), without a hit: top-dose growth rescue (activation), hits mostly activators; hit rate 1.8% among 410,000; TDP-43 expressing yeast growth rescue, BacTiter-Glo, 24 h; further: % of control where 0% means no effect; nearly all actives have a fitted effect of over 50% in size
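Readout is BacTiter-Glo luminescence of cell growth, so inhibitors register as activators. TDP-43-expressing yeast at OD600=0.02 in galactose medium, after raffinose pregrowth to mid-log, were incubated with compound for 24 hr at 30 deg C.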
FUS suppressor = qHTS for Suppressors of FUS Proteinopathy: Primary screen using FUS-linked yeast assay; S. cerevisiae FUS-expressing, growth rescue, OD600, 24 h; Potency, µM (top dose mostly 76.6 µM), inactives show at the highest dose growth rescue (activation), most hits filed as activators; hit rate 0.24% among 390,000; AID 1347120, 2019;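 further: plate controls were DMSO vehicle for no effect and reference control for full effect; nearly all actives have a fitted effect of over 55% in size; some results filed as inactive show a strong effect at the top dose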
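Toxicity suppression screen in FUS-yeast. Cells induced with 2% galactose, starting OD 0.005, treated 24hr at 30C with compounds at multiple final concentrations; growth by OD600.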
EPAC2 agonist = qHTS for Agonist of cAMP-regulated guanine nucleotide exchange factor 4 (EPAC2): primary screen; Rap guanine nucleotide exchange factor 4 (Homo sapiens), Q8WZA2; EPAC2 activation, biochemical qHTS; response scale: 100% = 6.5 mM cAMP response; Potency, µM (doses to about 154 µM), for the others: at the highest dose activation, hits mostly activators; hit rate 0.079% among 360,000; AID 720711, 2013; further: nearly all actives have a fitted effect of over 50% in size
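qHTS, titration series. 100 nM EPAC2 / 250 nM Rap1B-BODIPY-GDP / 50 uM GDP; RT; ex 480/em 540 nm, 5-min reads to 30 min. Norm. to 6.5 mM cAMP = activation.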
* marks the source's active call; other numbers are inactive results; i = inactive; ? = inconclusive; . = not tested or not shown; [ ] = remark or other dose. The call rests on the fitted dose curve; in most records, active means well fitted curve in the direction sought with a large enough effect; inconclusive means small, poorly fitted or top-dose-only effect, or another doubt; inactive means no such curve, though single readings can be large; an effect the other way counts as inactive or inconclusive. Potency means the concentration at half of the fitted maximal effect. This is a subset; count on the stated rates, not on these rows.

SMILES	PTHR1 agonist	EPAC1 antag	EPAC2 antag	EPAC1 agonist	aSyn yeast inh	TDP-43 yeast inh	FUS suppressor	EPAC2 agonist
COc1ccc(-c2nnc(SCC(=O)c3cc(C)n(Cc4cccs4)c3C)o2)cc1	?	-7.7%	-7.4%	5.8%	4.0%	1.2%	62.0%	9.9%
CCNC(=O)CN1C(=O)NC(CCc2ccccc2)C1=O (configuration not stated)	-27.8%[57.5 µM]	-7.6%	4.2%	-3.0%	0.1%	14.6%	-11.7%	-1.9%
COC(=O)COc1ccc(Cl)cc1C1Nc2ccccc2C(=O)N1c1ccc(OC)cc1 (configuration not stated)	-31.6%[inhibitor]	5.8%	2.7%	17.5%	2.2%	-10.7%	?	7.5%
Cn1cccc1CC(=O)N/N=C\c1c2ccccc2cc2ccccc12	-0.9%[57.5 µM]	-2.7%	-0.1%	21.9%	9.4%	-6.0%	28.5%	17.4%
CCN1C=C(Cc2cccs2)C2=C(C1)C(c1cccs1)C(C#N)=C(N)O2 (configuration not stated)	-8.2%[57.5 µM]	2.9%	-5.5%	8.7%	0.5%	7.9%	25.6%	9.4%
CC(=O)c1ccc(NCCC(=O)c2ccccc2)cc1	i	-5.4%	2.9%	12.0%	-6.4%	-6.5%	?	2.1%
CC1(C2CCC3(C)OC3C2)CO1 (configuration not stated)	i	20.4%	2.9%	-8.6%	-1.3%	20.2%	-9.5%	4.8%
CCOC(=O)C1C(c2ccccc2)C(C(=O)OCC)S(=O)(=O)C(CCN(CC)CC)S1(=O)=O (configuration not stated)	-1.0%	-9.0%	8.6%	1.9%	-3.6%	-20.4%	9.6%	1.8%
COc1ccc2cc(CCNC(=O)c3ccco3)c(=O)[nH]c2c1	-60.1%[inhibitor]	14.9%	17.3%	-4.0%	0.8%	-9.2%	14.6%	6.0%
Cc1sc2ncn(CC(=O)N3CCCCC3)c(=O)c2c1C	-11.2%	-6.3%	2.1%	6.4%	-1.3%	-2.5%	-14.6%	7.8%
Cc1cc(C(C)(C)C)ccc1OCCN1CCCC1	i	-11.5%	7.1%	-10.6%	0.3%	-9.8%	5.2%	-2.8%
Cc1ccc(/C=N/Nc2ccc(F)cc2F)s1	-42.0%	-1.2%	-7.1%	-2.1%	3.0%	29.6%	-22.6%	8.9%
CC(=O)c1ccsc1-c1c(C)cc2oc(=O)cc(-c3ccccc3)c2c1C	-14.0%	3.7%	?	-9.5%	-1.3%	20.3%	25.3%	6.4%
CCSc1nnc(NC(=O)CSc2nnc(CNC(=O)c3ccc(OC)c(OC)c3)o2)s1	i	-12.5%	0.3%	3.5%	-0.5%	3.2%	38.7%	-0.1%
COc1ccc(CN2C(=O)CN(S(C)(=O)=O)CC2(C)C(=O)Nc2c(C)cccc2C)cc1OC (configuration not stated)	-7.1%	0.2%	?	4.8%	3.2%	-3.3%	-0.6%	2.5%
O=C1CCC/C(=N\NC(=O)c2ccc(COc3ccccc3-c3ccccc3)cc2)C1	-15.7%	-12.6%	?	2.9%	1.1%	0.0%	?	10.3%
CC1(C)Cc2c(c(-c3ccco3)nc3sc4c(NCCO)ncnc4c23)CO1	i	-8.7%	0.3%[57.1 µM]	-9.5%	7.0%	9.3%	-10.9%	12.9%
COc1ccccc1/C=C/C=N/NC(=O)Cc1cccs1	i	-25.3%	6.6%	-9.2%	?	-6.4%	4.9%	0.8%
COc1ccc(Nc2nc(N3CCOCC3)nc(N3CCOCC3)n2)c(OC)c1	14.7%	-0.6%	1.4%	10.9%	-10.6%	-8.2%	-14.8%	12.7%
CC(Sc1n[nH]c(N)n1)C(=O)Nc1cccc(S(=O)(=O)N2CCOCC2)c1 (configuration not stated)	-3.1%	-11.7%	-3.5%	-0.1%	0.0%	6.3%	-8.1%	5.8%
CCOc1ccc(N2C(=O)CC(Sc3nc(C)cc(C)c3C#N)C2=O)cc1 (configuration not stated)	i	-7.3%	-0.7%	3.8%	3.2%	22.7%	-11.8%	9.9%
Cc1cc(N(CCO)CCO)nc(-n2nc(C)cc2C)n1	-4.6%[57.5 µM]	-10.4%	0.1%	2.4%	1.2%	8.9%	-7.7%	-0.5%
COc1ccc(S(=O)(=O)NC2CC3CCC2C3)cc1Br (configuration not stated)	i	-25.6%	?	-1.8%	6.5%	?	21.6%	10.8%
COc1ccc(NC(=O)CSc2n[nH]c(N)n2)cc1OC	?	-15.7%	2.1%	10.4%	-1.2%	19.6%	-20.1%	9.5%
CC(C)(C)OC(=O)NNC(=O)c1cccs1	i	10.5%	8.1%	-4.6%	-0.5%	-29.0%[9.22 µM]	15.4%	0.4%

A second format for 4 compounds above.
Molecule,PTHR1 agonist,EPAC1 antag,EPAC2 antag,EPAC1 agonist,aSyn yeast inh,TDP-43 yeast inh,FUS suppressor,EPAC2 agonist
COc1ccccc1/C=C/C=N/NC(=O)Cc1cccs1,i,-25.3%,6.6%,-9.2%,?,-6.4%,4.9%,0.8%
COc1ccc(Nc2nc(N3CCOCC3)nc(N3CCOCC3)n2)c(OC)c1,14.7%,-0.6%,1.4%,10.9%,-10.6%,-8.2%,-14.8%,12.7%
CC(Sc1n[nH]c(N)n1)C(=O)Nc1cccc(S(=O)(=O)N2CCOCC2)c1 (configuration not stated),-3.1%,-11.7%,-3.5%,-0.1%,0.0%,6.3%,-8.1%,5.8%
CCOc1ccc(N2C(=O)CC(Sc3nc(C)cc(C)c3C#N)C2=O)cc1 (configuration not stated),i,-7.3%,-0.7%,3.8%,3.2%,22.7%,-11.8%,9.9%

The results go on.
SMILES	PTHR1 agonist	EPAC1 antag	EPAC2 antag	EPAC1 agonist	aSyn yeast inh	TDP-43 yeast inh	FUS suppressor	EPAC2 agonist
Cc1sc2ncnc(SCC(=O)NC3CCCC3)c2c1C	i	?	-6.0%	6.7%	12.9%	12.0%	-4.3%	-0.5%
CC(Sc1nccn1C)C(=O)c1ccc(Br)cc1 (configuration not stated)	-3.5%	15.6%	-16.4%	5.9%	9.0%	-12.1%	-5.6%	-0.5%
Cc1ccc(NC(=O)COC(=O)CN2CCCCCC2=O)c(C)c1	i	-4.6%	22.9%	-4.1%	-4.7%	19.4%	-21.8%	1.8%
Cc1ccc2[nH]c(=O)c(-c3nc4c(C)cccn4c3NCc3ccco3)cc2c1	-4.6%	-5.4%	-0.8%	-0.8%	12.9%	11.5%	15.3%	-8.9%
Cc1cc(C)nc(Oc2ccc([N+](=O)[O-])cc2)n1	i	-0.1%	3.4%	10.9%	3.5%	-6.6%	2.1%	3.0%
C[C@@H]1CN([C@H](C)CO)C(=O)c2cc(NC(=O)Nc3ccc(C(F)(F)F)cc3)ccc2O[C@H]1CN(C)S(=O)(=O)c1ccccc1	-10.0%	-13.2%	?	-11.5%	-1.8%	6.1%	35.1%	-1.2%
CN(C)CCN1C(=O)C(O)=C(C(=O)c2ccco2)C1c1ccccc1F (configuration not stated)	-5.1%	-9.6%	-0.8%	-2.3%	-1.3%	-0.1%	20.3%	-2.6%
Cc1cc(NC(=O)CS(=O)c2cn(Cc3cccc(Cl)c3)c3ccccc23)no1 (configuration not stated)	-45.8%[inhibitor]	14.0%	-24.2%	2.1%	18.3%	3.1%	33.4%	22.9%
C=CCCCCCCCCc1nc(SCC(C)=O)n[nH]1	-26.7%	7.2%	-12.2%	-3.3%	-8.6%	?	30.5%	-4.5%
CCc1nnc(NC(=O)CN2CCOCC2)s1	1.8%[57.5 µM]	-19.7%	-6.4%	7.6%	-2.9%	-21.7%	52.3%	7.2%
Cc1ccc(N(CCCCN2C(=O)c3ccccc3C2=O)C(=O)c2cccc([N+](=O)[O-])c2)cc1	-4.9%[57.5 µM]	-6.4%	-0.6%	16.9%	-2.1%	0.0%	42.4%	16.1%
CCc1nnc(NC(=O)CSc2nnc(Cc3ccccc3)n2-c2ccccc2)s1	-7.9%[57.5 µM]	-8.0%	-5.5%	-7.4%	-0.3%	-7.9%	20.8%	3.3%
Cc1ccc(NS(=O)(=O)c2ccc3c(c2)c(=O)n(C)c(=O)n3C)cc1F	-5.7%[57.5 µM]	-7.1%	-0.1%	3.6%	-0.3%	6.1%	15.6%	2.6%
CCOC(=O)c1cn[nH]c1NC(=S)Nc1ccccc1	-31.9%[inhibitor]	-14.0%	2.9%	-6.0%	-6.6%	-3.4%[1.82 µM]	2.9%	3.3%
CCC(C)Sc1nc2c(c(=O)[nH]c(=O)n2C)n1CC(O)COc1ccccc1C (configuration not stated)	-16.6%[57.5 µM]	-13.7%	-17.6%	6.7%	-1.2%	-1.1%	40.0%	-7.2%
NC(=O)C1CCN(C(=O)Cc2ccc([N+](=O)[O-])cc2)CC1	i	-13.0%	-0.6%	-4.0%	3.4%	4.3%	.	-4.7%
COc1ccc(C(=O)Nc2cc([N+](=O)[O-])ccc2N2CCCC2)cc1	-61.1%[inhibitor]	-7.2%	-10.0%	-11.1%	9.1%	-23.3%	-5.5%	-5.9%
Cc1ccnc(NS(=O)(=O)c2ccc(NC(=O)CCOc3ccccc3)cc2)n1	-9.2%	8.0%	19.4%	3.0%	-6.3%	7.7%	.	4.2%
COC(=O)c1ccc(NC(=S)N2CCCC2)cc1	i	-6.8%	1.3%	-3.9%	-4.9%	7.1%	-25.3%	-5.7%
CCOC(=O)CCSc1nc(C(C)(C)C)cc(C(F)(F)F)c1C#N	-21.3%	-12.4%	-5.6%	-15.4%	12.0%	19.0%	-9.8%	-12.3%
O=C(NCCN1CCOCC1)c1ccc(NS(=O)(=O)c2cccc([N+](=O)[O-])c2)cc1	15.5%	-7.0%	-12.9%	-1.6%	-2.1%	-9.7%	7.7%	4.5%
CC(=O)N1CSCC1C(=O)O (configuration not stated)	i	14.1%	9.9%[57.1 µM]	-0.5%	0.3%	6.8%	-6.6%	-4.9%
Cc1ccc(-n2c(CCc3ccccc3)nnc2SCC(=O)NCc2ccccc2)cc1C	-92.8%[inhibitor]	-0.4%	-2.2%	2.1%	-0.6%	18.1%	25.2%	11.1%
COc1ccc(N2C(N)=NC(N)=NC2(C)C)cc1	i	4.5%	2.9%	6.1%	-12.5%	-6.4%	-42.8%	-9.0%
